# C8 TRAIL sens: caspase-8 TRAIL sensitization; NB7+C8 cells + TRAIL, ATPlite viability luminescence; inhibition (viability loss, TRAIL sensitization), % at 10 µM; 360,000 tested, 1% active; AID 624354;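 active = compounds causing at least 50% loss of cell viability in the single-dose screen, relative to plate controls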
# CF NFkB block: cystic fibrosis NF-kB activation inhibition. KKLEB NF-kB-GFP reporter, PAF-induced, GFP fluorescence overnight. inhibition, % at 5 µM. 360,000 tested, 0.86% active;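 active = at least 50% inhibition at 5 µM, scaled per plate between neutral and stimulator controls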;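 note: PAF is a Pseudomonas aeruginosa culture filtrate used as stimulus; plate controls were PAF-stimulated DMSO wells for no effect and unstimulated DMSO wells for full effect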
# NCOA2 inhibitor: human SRC2 (NCOA2) inhibition | Q15596 | HEK293 GAL4-SRC2 luciferase reporter, luminescence | inhibition, % at 9 µM | 370,000 tested, 0.17% active;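 active = inhibition above the mean inhibition of all tested compounds plus 3 SD, set per campaign, cut at about 52% in these data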;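 note: 0% = DMSO treated cells and 100% = cells given Gossypol at 36 µM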
# TWEAK-Fn14 inh: TWEAK-Fn14 signaling inhibition; TWEAK-stimulated Fn14 reporter cells, luciferase luminescence, 8 h; inhibition, % at 10 µM; 360,000 tested, 2% active; AID 1159606; in the data active = inhibition above about 50%
# TROY signal inh: blocks TROY-dependent signaling in reporter cells. 360,000 tested, 0.98% active. Q293 LMP1-TROYcd NF-kB luciferase reporter, 4 h. inhibition, % at 10 µM;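 active = compounds whose plate-normalised and pattern-corrected inhibition of the luciferase reporter signal at the single screening dose is 50% or more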
# EBV LMP1 NFkB: Epstein-Barr LMP1 NF-kappaB reporter inhibition | LMP1-induced NF-kappaB luciferase reporter cells, luminescence | inhibition, % at 12.5 µM | 350,000 tested, 0.69% active; in the data active = inhibition above about 41%;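 note: 0% = neutral control wells and 100% = reference inhibitor control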
# NCOA3 inh: inhibits human SRC3 coactivator | 360,000 tested, 0.17% active | HEK293 GAL4-SRC3 luciferase reporter, luminescence | inhibition, % at 3.6 µM | AID 588352 | Q9Y6Q9;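 active = inhibition above a per-campaign cutoff, the mean of all compounds plus 3 SD, cut at about 60% in these data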;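 note: 0% = DMSO-treated cells and 100% = gossypol-treated cells at 36 µM; higher means less SRC3-driven luciferase light from the GAL4 reporter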
# Target sequence (Q9Y6Q9 whole entry, looked up, the tested form may be a part): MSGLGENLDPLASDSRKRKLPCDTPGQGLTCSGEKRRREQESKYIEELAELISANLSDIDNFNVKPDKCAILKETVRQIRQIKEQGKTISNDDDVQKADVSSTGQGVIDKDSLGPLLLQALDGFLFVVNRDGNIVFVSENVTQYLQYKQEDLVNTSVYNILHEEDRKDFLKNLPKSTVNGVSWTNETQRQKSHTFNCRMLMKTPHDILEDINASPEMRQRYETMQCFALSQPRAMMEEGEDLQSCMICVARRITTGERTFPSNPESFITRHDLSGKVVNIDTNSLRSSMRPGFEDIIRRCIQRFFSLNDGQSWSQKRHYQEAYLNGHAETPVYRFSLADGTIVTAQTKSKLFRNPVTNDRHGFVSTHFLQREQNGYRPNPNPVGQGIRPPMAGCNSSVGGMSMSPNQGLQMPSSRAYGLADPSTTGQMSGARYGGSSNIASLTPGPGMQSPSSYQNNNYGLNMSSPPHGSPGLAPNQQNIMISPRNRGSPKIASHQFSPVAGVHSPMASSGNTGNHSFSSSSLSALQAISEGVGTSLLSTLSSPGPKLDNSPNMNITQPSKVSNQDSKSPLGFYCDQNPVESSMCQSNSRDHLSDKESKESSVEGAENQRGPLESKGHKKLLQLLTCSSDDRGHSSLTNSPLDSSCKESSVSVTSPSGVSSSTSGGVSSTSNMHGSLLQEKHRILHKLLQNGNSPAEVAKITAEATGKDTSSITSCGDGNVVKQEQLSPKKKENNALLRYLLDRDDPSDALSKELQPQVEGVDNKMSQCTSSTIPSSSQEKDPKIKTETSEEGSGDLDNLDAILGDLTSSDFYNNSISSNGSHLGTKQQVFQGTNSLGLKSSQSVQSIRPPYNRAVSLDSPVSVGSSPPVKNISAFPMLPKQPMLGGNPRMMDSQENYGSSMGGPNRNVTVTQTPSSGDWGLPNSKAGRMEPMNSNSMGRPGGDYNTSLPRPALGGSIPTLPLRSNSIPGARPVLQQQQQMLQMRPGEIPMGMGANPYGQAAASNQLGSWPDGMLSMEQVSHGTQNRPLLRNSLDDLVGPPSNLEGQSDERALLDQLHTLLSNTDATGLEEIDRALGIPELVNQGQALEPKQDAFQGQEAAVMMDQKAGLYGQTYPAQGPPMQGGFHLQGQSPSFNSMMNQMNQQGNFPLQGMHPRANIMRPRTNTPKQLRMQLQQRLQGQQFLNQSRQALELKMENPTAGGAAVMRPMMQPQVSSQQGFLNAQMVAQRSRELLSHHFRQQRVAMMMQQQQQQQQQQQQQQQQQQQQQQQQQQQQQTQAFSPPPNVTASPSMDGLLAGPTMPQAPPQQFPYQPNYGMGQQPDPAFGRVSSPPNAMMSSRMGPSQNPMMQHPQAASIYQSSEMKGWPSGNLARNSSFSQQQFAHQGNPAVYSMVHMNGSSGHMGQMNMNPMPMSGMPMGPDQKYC
# NCOA1 inh: inhibits human SRC1 coactivator; inhibition, % at 3.6 µM; HEK293 GAL4-SRC1 luciferase reporter, luminescence; Q15788; 360,000 tested, 0.12% active; AID 588354;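 active = inhibition above the campaign mean plus 3 SD, with each screening campaign given its own cutoff, cut at about 60% in these data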;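 note: 0% = DMSO treated cells and 100% = gossypol at 36 µM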
# KKLEB cytotox: counter-screen for CF NF-kB inhibitors: cytotoxicity; KKLEB CF airway cells viability, ATPlite luminescence, overnight; active compounds read low; cells stimulated with P. aeruginosa culture filtrate; activity change (cytotoxicity), % at 5 µM; 360,000 tested, 0.36% active;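 active = corrected activity change at or below -50% at 5 µM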
# NR5A2 inv ag: NR5A2 inverse agonism in reporter assay; O00482; HEK293T StAR-luciferase reporter, LRH-1 transfected, 24 h; inhibition, % at 3.6 µM; 360,000 tested, 0.13% active; AID 602396;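 active = inhibition above the mean inhibition of all tested compounds plus 3 SD, cut at about 73% in these data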;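 note: 0% = DMSO wells and 100% = reporter-only cells lacking LRH-1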
# COUP-TFII inh: blocks human COUP-TFII nuclear receptor. HEK293T NGFI-A luciferase reporter, luminescence. 370,000 tested, 0.7% active. inhibition, % at 8.6 µM;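 active = inhibition above a per-plate cutoff, mean inhibition of test wells between control levels plus 3 SD, cut at about 38% in these data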;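 note: cells cotransfected with COUP-TFII expression vector driving the NGFI-A reporter; 0% = median of COUP-TF2 test wells and 100% = reporter-only cells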
# * marks the source's active call; other numbers are inactive results; nt = no result given.
# Start of the data: the first 2 compounds as a preview:
smiles	C8 TRAIL sens	CF NFkB block	NCOA2 inhibitor	TWEAK-Fn14 inh	TROY signal inh	EBV LMP1 NFkB	NCOA3 inh	NCOA1 inh	KKLEB cytotox	NR5A2 inv ag	COUP-TFII inh
CC(SC1=NCCS1)C(=O)Nc1nnc(-c2ccc(Br)cc2)s1 (stereo not drawn)	3.5	29.9	-6.5	-11.1	-16.7	3.2	-35.8	-33.3	7.3	-38.4	-23.3
O=C(C1CCCC1)N1CCCC(Nc2ccccc2)C1 (stereo not drawn)	-22.4	1.9	-33.8	6.7	-8.5	5.4	-3.8	-10.1	0.7	0.8	-4.8

# The whole of this part, repeating the preview:
smiles	C8 TRAIL sens	CF NFkB block	NCOA2 inhibitor	TWEAK-Fn14 inh	TROY signal inh	EBV LMP1 NFkB	NCOA3 inh	NCOA1 inh	KKLEB cytotox	NR5A2 inv ag	COUP-TFII inh
CC(SC1=NCCS1)C(=O)Nc1nnc(-c2ccc(Br)cc2)s1 (stereo not drawn)	3.5	29.9	-6.5	-11.1	-16.7	3.2	-35.8	-33.3	7.3	-38.4	-23.3
O=C(C1CCCC1)N1CCCC(Nc2ccccc2)C1 (stereo not drawn)	-22.4	1.9	-33.8	6.7	-8.5	5.4	-3.8	-10.1	0.7	0.8	-4.8
CN(C)c1nc(Cl)nc(N(C#N)CCOc2ccccc2)n1	-5.1	14.8	-18.6	-3.0	12.9	-7.1	20.0	8.8	-5.3	32.5	-4.4
CCCCN(C(=O)c1cccc(C)c1)c1c(N)n(CCC)c(=O)[nH]c1=O	-3.6	13.5	7.7	-4.7	-19.0	-1.3	-0.7	-2.4	2.0	1.5	12.6
CCCCC1=CC2=C(c3ccco3)C(=O)C(C)(OC(=O)c3ccc(OC)cc3)C(=O)C2=CN1CC1CC1 (stereo not drawn)	-2.7	10.1	0.8	3.6	-11.8	-1.5	-6.8	-6.1	-18.2	-5.3	-0.3
Cc1ccc(CSc2nnc(C)c(=O)[nH]2)cc1	6.5	5.0	-27.1	-6.3	-29.2	-5.2	5.1	-11.5	4.4	-3.6	1.8
COc1ccc(CCNC(=O)COC(=O)c2ccc([N+](=O)[O-])o2)cc1	-10.3	6.7	-2.1	-0.1	-4.1	-5.4	-15.7	-2.2	3.2	13.9	-17.3
COC(=O)c1ccc(Nc2nc(C)nc3c2nnn3Cc2ccccc2)cc1	13.2	20.8	18.3	-9.6	-18.4	8.2	-25.9	-14.7	-18.4	-5.9	8.6
Nc1ncnc2nc(SCCN3CCCCC3)[nH]c12	-15.8	11.5	-2.1	11.4	10.8	2.4	4.5	18.8	10.3	10.1	16.4
CCN(CCCn1c(SCC#N)nc2ccccc2c1=O)c1ccccc1	11.4	15.0	21.1	30.5	17.0	6.7	9.4	6.2	-12.5	24.2	20.2
Cc1ccc2c(c1C)NC(C(=O)O)C1CC=CC21 (stereo not drawn)	-0.5	-3.6	nt	30.9	7.7	1.6	-3.2	-3.3	2.1	-20.8	nt
COc1ccc(C(C)=O)cc1CSc1nc2nc(C)cc(C)n2n1	-1.9	-9.6	-35.6	0.5	-2.1	6.8	12.9	-10.1	0.3	7.7	-21.2
CCOc1ccc(NC(=O)Nc2cc(-c3ccccc3)sc2C(=O)OC)cc1	-7.6	0.0	-10.7	28.6	-9.8	-9.0	4.4	-8.5	0.7	13.3	2.5
CCOc1ccc(Br)cc1CNCc1cccnc1	-1.3	3.4	-32.3	10.9	5.1	0.2	-23.4	-0.8	3.6	3.4	-40.5
COc1ccc(-c2nc(C#N)c(NCCCN3CCOCC3)o2)cc1	0.5	8.3	-5.8	-13.4	-19.2	-2.9	-7.8	7.5	-17.4	14.4	-0.9
O=C(NCc1ccco1)c1ccc(Cl)c(S(=O)(=O)N2CCCC2)c1	-6.2	17.4	-61.5	7.5	1.5	-0.1	4.5	1.8	-10.5	-8.0	-2.5
CC(C)C(=O)N[C@@H]1c2ccccc2CC[C@@H]1O	-4.2	-0.5	-52.1	-2.3	-3.1	-13.6	5.3	8.9	-0.2	-11.1	1.6
CCc1cc(C(=O)OCC(=O)NCCc2ccccc2)sc1C	2.2	-15.0	20.6	-14.7	-13.0	-10.9	-3.5	-6.8	2.8	6.4	17.9
CCOC(=O)C1CCCN(C(=O)CC(c2ccccc2)c2ccccc2)C1 (stereo not drawn)	-7.2	-4.3	18.8	-3.4	-9.1	-3.4	-73.7	-11.4	-0.2	-3.9	0.1
CCOc1ccc(C(=O)Nc2cc(S(=O)(=O)Nc3ccccc3Cl)ccc2N2CCOCC2)cc1	-1.5	-0.5	0.9	1.0	-0.7	8.1	-8.3	17.2	3.2	18.3	-0.2
CCOc1cc(C(=S)N2CCCCC2)ccc1OCC(=O)NCc1ccccc1	-8.8	0.5	12.0	-9.7	2.1	0.0	-12.9	25.6	10.5	8.1	17.9
Cc1cc(/C=N/NC(=O)c2ccncc2)c(C)n1-c1ccccc1	14.4	-5.8	-20.1	-16.1	-31.5	5.7	-23.1	-20.6	2.0	1.9	-1.5
Cc1ccc(NC(=O)C2CCCN(S(=O)(=O)c3cccnc3)C2)c(C)c1 (stereo not drawn)	-18.7	5.2	-3.2	-7.4	-15.9	-3.2	24.2	-7.0	4.7	10.5	-0.9
C/C(=N/NC(=O)Cc1cccn1C)c1ccccc1	-6.0	-16.9	2.6	2.2	-9.5	0.9	-3.0	-8.7	5.4	-7.3	-3.7
COc1ccc(S(=O)(=O)NCC(=O)NCCc2ccc(OC)c(OC)c2)cc1	11.8	12.0	-32.4	6.3	9.3	nt	10.9	4.2	-16.8	3.3	3.6
COc1ccccc1CNCC(=O)N1CC(=O)Nc2ccccc21	-3.2	-0.1	-0.7	5.5	8.9	-10.8	-12.4	2.5	2.0	-8.0	-8.1
CCN(C(=O)CSc1nnc(C)c(=O)[nH]1)c1cccc2ccccc12	-16.5	-28.5	-5.8	7.9	0.8	-5.4	-6.8	0.2	14.0	-2.1	-5.3
CS(=O)(=O)N1CCC(C(=O)Nc2ccc(Br)cc2F)CC1	-15.9	-4.6	9.9	3.8	-20.5	-8.9	-7.1	-0.3	17.4	-16.3	-15.1
CC(C)(C)C(=O)C1=C(O)C(=O)N(Cc2ccccc2)C1c1ccccc1F (stereo not drawn)	-13.1	6.5	5.3	5.8	1.7	4.8	-1.6	-3.4	-1.2	14.7	-22.5
O=C(NCCCN1CCCC1=O)c1cccc(S(=O)(=O)NCc2ccccc2)c1	9.0	-2.2	-30.6	-2.4	-20.8	-4.6	-7.4	-30.3	6.4	1.1	-5.6
OCCCNc1nnc(-c2ccccc2)c2ccccc12	2.9	-3.5	22.5	2.1	5.6	1.5	-2.8	-4.5	12.0	10.0	-0.7
Cc1cc(C)cc(NC(=O)N(CCC#N)Cc2cccs2)c1	-0.7	-4.2	-23.9	3.3	-0.3	7.1	5.1	4.2	-9.1	-4.8	-1.1
O=C(NCCN1C(=O)S/C(=C\c2ccccc2F)C1=O)C1CCCN1C(=O)c1cccs1 (stereo not drawn)	-2.4	-33.3	14.3	-37.9	-0.5	-3.2	17.9	-1.4	6.2	10.1	9.8
Nc1ccc2nc3c(=O)[nH]c(=S)[nH]c3nc2c1	-8.5	-23.5	-23.9	28.6	-0.9	-2.3	15.8	-6.6	6.4	15.4	-9.2
CCC(C)NC(=O)CCC(=O)NNc1nc2ccccc2c2nc(C)nn12 (stereo not drawn)	-7.2	-4.5	-11.5	-4.4	2.2	2.7	4.3	4.2	8.6	-0.1	-4.0
COc1cc(C2=NOC(C(=O)NCc3ccco3)C2)cc(OC)c1OC (stereo not drawn)	17.1	-0.3	8.0	4.2	2.2	-22.8	4.5	15.2	-26.2	23.1	-20.7
COc1ccccc1/C=C/c1ccc2cccc(O)c2n1	29.1	-12.9	-45.4	42.0	29.1	-26.3	-97.6	-110.2	6.2	-79.4	-51.7
NNC(=O)c1sc2cc(C(F)(F)F)cnc2c1-c1cccnc1	-8.6	-4.5	-6.0	-0.3	-1.8	-4.1	17.0	-3.7	5.1	-17.3	-1.1
O=C(NCC(c1ccco1)N1CCN(c2ccc(F)cc2)CC1)C(=O)NC1CCCCC1 (stereo not drawn)	5.9	6.7	-3.0	10.8	9.1	14.3	6.0	-7.1	-9.5	0.5	-0.6
CCc1nnc(NC(=O)c2nc(Cl)ccc2Cl)s1	4.3	-0.3	-16.5	-6.3	-23.4	-6.2	-2.0	-21.9	8.4	0.5	1.9
O=C(Cc1nn[nH]n1)NCCC1=CCCCC1	-18.4	1.2	-18.3	5.2	6.3	-1.2	3.4	-1.6	6.6	-1.1	10.8
CC(C)c1nc(SCC(=O)Nc2cccc(C(=O)O)c2)c2c3c(sc2n1)CCCC3	-9.8	23.2	-2.1	-18.7	-19.6	4.2	-8.9	5.7	-9.2	0.9	-13.6
CSc1ccccc1NC(=O)NCCCl	-5.1	-30.5	-1.5	-0.2	0.6	-0.2	23.1	-1.3	4.6	-7.1	4.9
C=CCNc1nc(-c2ccc(O)c(C(N)=O)c2)cs1	-4.9	-0.4	-21.6	-15.8	-11.3	-7.5	-3.3	-32.7	-10.2	-19.7	-12.5
O=C1CCC(c2ccccc2)N1c1ccccc1 (stereo not drawn)	13.1	-24.5	-19.6	-2.6	-2.7	0.6	-2.6	7.1	-1.5	6.9	-0.9
CC1CCN(S(=O)(=O)c2ccc(NC(=O)CN3CCN(c4ccccc4)CC3)cc2)CC1	-8.8	6.3	4.5	22.2	36.1	-6.4	7.3	10.4	-1.0	-0.3	-9.5
Cc1ccccc1OCCNc1cc(N2CCN(CCO)CC2)ccc1[N+](=O)[O-]	16.4	20.1	6.4	-34.0	-23.4	-9.0	4.2	-10.8	-19.6	-7.0	-3.5
COCCCNc1nc2ccccc2nc1NS(=O)(=O)c1ccc(OC)cc1	9.8	0.1	6.0	5.3	0.6	5.8	-5.8	-0.6	-4.1	10.4	-13.2
Cc1c(CC(=O)N2CCN(C(=O)C3COc4ccccc4O3)CC2)c(=O)oc2cc(O)ccc12 (stereo not drawn)	6.0	17.6	0.5	-1.0	14.4	10.5	10.2	-9.7	-17.0	6.0	13.5
CC(NC(=O)COC(=O)C1CCN(S(=O)(=O)c2ccccc2C(F)(F)F)CC1)c1ccccc1 (stereo not drawn)	3.3	7.0	-15.3	7.3	6.5	-12.9	17.6	6.9	-4.1	4.4	-21.9

# (continued)
smiles	C8 TRAIL sens	CF NFkB block	NCOA2 inhibitor	TWEAK-Fn14 inh	TROY signal inh	EBV LMP1 NFkB	NCOA3 inh	NCOA1 inh	KKLEB cytotox	NR5A2 inv ag	COUP-TFII inh
COc1cc(/C=C2/C(=O)N(c3ccc(C(=O)O)cc3)N=C2C)cc(OC)c1O	0.7	-17.3	-47.1	7.3	-3.2	-4.0	-22.8	-11.6	7.7	-4.7	-5.3
COc1cccc2cc(C(=O)N3CCCc4ccccc43)oc12	-4.9	8.2	-11.6	-30.8	-48.9	5.3	7.9	-33.9	-0.9	2.8	-3.2
COC(=O)CN1C(=O)C(C)(C)Oc2ccc(C(=O)NC3CCCC3)cc21	2.2	-17.2	-24.2	20.3	2.0	2.7	-3.1	6.8	2.0	-0.8	-16.5
Cc1cc(C)n(CC(=O)N/N=C/c2ccc(C)o2)n1	10.3	5.2	-26.5	10.7	9.8	-1.4	11.8	8.0	-4.0	14.1	-2.3
Cc1onc(-c2ccccc2)c1C(=O)Oc1ccccc1	7.4	15.0	-2.9	6.4	-19.9	nt	21.0	19.0	-3.0	15.1	0.3

# Bioassay records deposited in PubChem BioAssay by several laboratories.
